mcGAS RapidFire = inhibitors of mouse cGAS; Q8C6L5; recombinant mouse cGAS, cGAMP by RapidFire MS; inhibition, % at 12.5 µM; actives 0.18% (n = 130,000); AID 1259397;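 active means inhibition of cGAS enzyme activity at or above 60%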;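 further: enzyme stimulated by 45 bp dsDNA with ATP and GTP substrates; cGAMP share of summed cGAMP plus half ATP and half GTP signals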
Target sequence (Q8C6L5 whole entry, looked up): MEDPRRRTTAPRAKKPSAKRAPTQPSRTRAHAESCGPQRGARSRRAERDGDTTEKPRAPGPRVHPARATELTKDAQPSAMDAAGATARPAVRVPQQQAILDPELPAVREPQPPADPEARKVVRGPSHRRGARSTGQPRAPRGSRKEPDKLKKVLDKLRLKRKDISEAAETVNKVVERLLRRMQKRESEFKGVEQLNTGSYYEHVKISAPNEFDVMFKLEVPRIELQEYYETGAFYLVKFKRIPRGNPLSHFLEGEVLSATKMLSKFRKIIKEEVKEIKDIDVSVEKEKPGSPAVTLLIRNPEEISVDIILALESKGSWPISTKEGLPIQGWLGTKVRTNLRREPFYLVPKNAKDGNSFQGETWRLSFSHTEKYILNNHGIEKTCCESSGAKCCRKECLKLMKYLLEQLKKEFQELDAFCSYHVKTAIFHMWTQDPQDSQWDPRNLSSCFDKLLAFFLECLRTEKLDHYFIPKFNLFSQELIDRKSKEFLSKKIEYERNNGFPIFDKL
Starred values were filed as active, the others as inactive; & = joins results of further samples. Only part of the results is shown; count on the stated rates, not on these rows.

no.	canonical_smiles	mcGAS RapidFire
1	Cc1nc(SC(C)c2nc3sc(C)c(C)c3c(=O)[nH]2)n(C2CCCC2)c1C (centres undefined)	-7
2	OC(CN1CCOCC1)c1ccc(-c2ccc(-c3ccn[nH]3)cc2)cc1 (centres undefined)	-17
3	N#Cc1c(N)n(-c2ccc(S(N)(=O)=O)cc2)c2nc3ccccc3nc12	3
4	CCC(OC)C(=O)C(C#N)c1nc(-c2c(F)cccc2F)cs1 (centres undefined)	4
5	CN(CCO)c1nc(N)c2c(N)nc3c(c2c1C#N)CC(=O)N3CCC1=CCCCC1	-3
6	CON(C)C(=O)c1ccc(C)c(NC(C)=O)c1	-5
7	Cc1nnc(NC(=O)C2CCN(S(=O)(=O)c3cc(C(F)(F)F)ccc3Cl)CC2)o1	2
8	CCC(C)C(NC)C(=O)O (centres undefined)	-9
9	CCOC(=O)NC(=S)NN1CCN(NC(=S)NC(=O)OCC)CC1	-4
10	CCN(CC)C(=O)[C@@H]1C[C@@H](N)CN1C(=O)c1csc(-c2cccs2)n1	-9
11	CCN1C(=O)c2cc(NS(=O)(=O)CC(C)C)ccc2Oc2ccccc21	-15
12	CC(Nc1ccc(F)c(Cl)c1)C(=O)Nc1ccc(S(N)(=O)=O)cc1 (centres undefined)	-5
13	Cc1nonc1CC(=O)N1CCc2ccc(NC(=O)C3CCCO3)cc2C1 (centres undefined)	-2
14	CC1=CC[C@@H]2CN(C(=O)c3cccc4cc[nH]c34)C[C@@H]2C1	6
15	O=C(Nc1ncc(Cl)s1)c1ccc(Cl)cn1	-4

no.	canonical_smiles	mcGAS RapidFire
16	CC(C)NC(=O)CSc1ncnc2c1cnn2-c1ccc(F)cc1	-6
17	Cc1cc(NC(=O)C(=O)N2CC[C@@](C)(O)[C@@H](CC(C)C)C2)no1	-16
18	CN(Cc1ccc2c(c1)OCCO2)Cc1cc(-c2ccccc2)no1	-7
19	COCCN1CCCC1CNC(=O)CCCc1ccccc1 (centres undefined)	-4
20	O=C(Nc1ccccc1OCc1cscn1)C(O)c1ccccc1 (centres undefined)	-10
21	COC(=O)c1cc2c(nc1N)CCC2	-1
22	O=C(N1Cc2cnn(CCO)c2C1)C1(N2CCOCC2)CCCCC1	-21
23	CCOC(=O)c1nn(-c2ccccc2C)c(=O)cc1N1CCN(C(=O)c2ccco2)CC1	-5
24	COc1cc(C=C(C#N)S(=O)(=O)c2ccc(C)cc2)cc2c1OCCO2	-5
25	CCn1ccnc1CN1CCc2[nH]cnc2C1c1cccn1-c1ncccn1 (centres undefined)	-15
26	COCC(=O)Nc1cc(-c2ccc(C)cc2)cc(-c2ccccc2)n1	3
27	CC1=C(c2ccccc2)[N+](=O)C(C)(c2ccc(Br)cc2)N1[O-] (centres undefined)	73*
28	CCOC(=O)Nc1ccc(C(=O)OCC(=O)N(C)C2CCC(C)CC2)cc1 (centres undefined)	-7
29	CC(C)(NC(=O)c1cccs1)C(=O)NCC(c1ccncc1)N1CCOCC1 (centres undefined)	-20
30	Nc1nc(COC(=O)C2CC3CCCC(C2)C3=O)nc2sc3c(c12)CCCC3 (centres undefined)	9

no.	canonical_smiles	mcGAS RapidFire
31	CS(=O)(=O)c1ccc(-c2nccc(N3CCC(O)CC3)n2)cc1	-15
32	Cc1noc(Cl)c1CCC(=O)Nc1cc(F)c(N(C)C)c(F)c1	-2
33	Cc1cccnc1NC(=O)C1CCCN(C(=O)c2c(C)oc(C)c2C)C1 (centres undefined)	-11
34	O=C(CCc1nc2ccccc2[nH]c1=O)OCc1c(F)cccc1Cl	-5
35	CCOCCCNS(=O)(=O)c1c(C)nc2sccn2c1=O	-8
36	CCNc1ncc(-c2n[nH]c(CCc3ccccc3)n2)cn1	-3
37	C=C(C)NC(=S)Nc1nccs1	-7
38	Cc1cccc(C(=O)OCC(=O)N2C(C)(C)CC(=O)CC2(C)C)c1C	10
39	CC(C)(C)c1ncc2c(n1)CN(C(=O)CCc1cnccn1)C2	-15
40	NC(=O)NC(CC(=O)N1CCC(CCc2ccccc2)CC1)c1ccccc1F (centres undefined)	0
41	O=C1CON=C(Cc2ccccc2)N1Cc1ccccc1F	-9
42	Cc1nc(-n2nc(-c3cccs3)cc2NC(=O)c2c(F)cccc2Cl)[nH]c(=O)c1C	-6
43	CN(C)N=CC=C1CCC(=Cc2ccc(F)c(F)c2)C1=O	-7
44	O=C(Nc1nn[nH]n1)C12CC3CC(CC(C3)C1)C2	-3
45	O=c1c2cc3c(=O)n(-c4ncn[nH]4)ccc3nc2ccn1Cc1ccco1	-3

4 entries drawn at random from those above:
no.	canonical_smiles	mcGAS RapidFire
43	CN(C)N=CC=C1CCC(=Cc2ccc(F)c(F)c2)C1=O	-7
13	Cc1nonc1CC(=O)N1CCc2ccc(NC(=O)C3CCCO3)cc2C1 (centres undefined)	-2
10	CCN(CC)C(=O)[C@@H]1C[C@@H](N)CN1C(=O)c1csc(-c2cccs2)n1	-9
33	Cc1cccnc1NC(=O)C1CCCN(C(=O)c2c(C)oc(C)c2C)C1 (centres undefined)	-11

(further entries)
no.	canonical_smiles	mcGAS RapidFire
46	O=C(NCCc1ccccc1Cl)c1ccc(Cn2c(=O)[nH]c3ccccc3c2=O)cc1	0
47	CS(=O)(=O)CCC(=O)Nc1cccc(-n2cccc2)c1	-2
48	COc1ccc(NC(=O)C2(C)CCN2Cc2ccc(C(C)C)cc2)cc1OC (centres undefined)	-1
49	COc1ccc2oc(=O)c(C(=O)NC3=C(C#N)CCC3)cc2c1	-3
50	Cc1cnc(C)c(N2CCN(Cc3ccc(C#CC(C)(C)O)s3)CC2)n1	-32
51	O=C(c1ccn2nnnc2c1)N1CCCC(CCc2ccc(F)c(F)c2)C1 (centres undefined)	7
52	CCOC(=O)C1=C(C)N=c2s/c(=C\c3ccccc3F)c(=O)n2C1/C=C/c1ccccc1 (centres undefined)	9
53	CCCCc1nnc(SC2CCN(CC(F)(F)F)C2=O)n1N (centres undefined)	1
54	C[N+](C)(C)CCOC(N)=O	-1&1
55	Cc1ccsc1[C@@H]1CCN(Cc2c(C)nn(C)c2Cl)C[C@H]1O	-5
56	CC1CCCC(NC(=O)Cc2ccc(-n3cccn3)cc2)C1C (centres undefined)	-6
57	COc1ccc(C=CC(=O)c2ccc(C#N)cc2)cc1	-1
58	Cc1cc(OCC(=O)NNC(=O)CCOc2ccccc2)ccc1Cl	-11
59	O=c1c2cnc3ncnn3c2ccn1-c1ccc(Br)cc1	0
60	COc1c(F)cc(NC(=O)c2ccc(-c3n[nH]c(C)n3)cc2)cc1F	-7

no.	canonical_smiles	mcGAS RapidFire
61	CN(Cc1n[nH]c2c1CCCCC2)C(=O)c1ccc(-n2cnnn2)cc1	-7
62	CCN(CC)C(=O)C1=C(C)NC(=S)NC1c1ccsc1 (centres undefined)	-4
63	COC(=O)c1cccc2c1CN(Cc1nnc(-c3ccc(C)cc3)o1)CC2	-8
64	COc1cc(C=C2SC(=O)N(CCNC(=O)C(C)(C)c3ccccc3)C2=O)cc(OC)c1OC	-25
65	CCCN1CCC(Cc2noc(-c3cccnc3OC)n2)CC1	-8
66	Cn1c(=O)[nH]c(=O)c2c1nc(SCCCO)n2Cc1ccccc1Cl	-10
67	CCc1oc(-c2nn3c(C4CC4)nnc3s2)cc1CN(CC)CC	2
68	COc1cccc(C(O)CNC(=O)c2ccc3c(c2)NC(=O)CCS3)c1 (centres undefined)	-4
69	Cc1cccc(NC(=O)Cc2nc(-c3cccc(Br)c3)cs2)c1	3
70	CCc1cc(C)cc(OCC(O)Cn2c(C)[n+](C)c3ccccc32)c1 (centres undefined)	-33
71	CCOC(=O)c1[nH]c2c(c1-c1ccc(OC)cc1)C(=O)CC(c1ccc(OC)c(OC)c1)C2 (centres undefined)	2
72	Cc1cccnc1CC(C)NC(=O)c1cn[nH]c1-c1ccccc1 (centres undefined)	-24
73	O=C(COc1ccc(N2CCCC2=O)cc1)Nc1ccc(N2CCOCC2)nc1	-2
74	COc1ccc(Br)c(NC(=O)N2CCOC(C)(C)C2)c1	-7
75	COCc1nc(NCC(c2sccc2C)N(C)C)c2cnn(C)c2n1 (centres undefined)	-15

Marked active in mcGAS RapidFire (from the list above):
no.	canonical_smiles	mcGAS RapidFire
27	CC1=C(c2ccccc2)[N+](=O)C(C)(c2ccc(Br)cc2)N1[O-] (centres undefined)	73*

Following part.
no.	canonical_smiles	mcGAS RapidFire
76	O=C(OCc1cc(-c2cc3ccccc3o2)on1)C1CC1	-2
77	O=C(CSc1ccc(F)cc1F)Nc1ccc(-n2cnnn2)cc1	-4
78	O=C(NCCOc1cc(N2CCCC2)ncn1)c1ccc(=O)[nH]c1	0
79	O=C1NN=C(c2ccccc2)Cc2ccccc21	-9
80	O=C1CN(CC2(O)CCCN(CCc3ccccc3)C2=O)CCCN1 (centres undefined)	-5
81	O=C(CCn1cc(Cl)cn1)NC1CCC(n2cnnc2)CC1 (centres undefined)	-45
82	CCc1ccnc(NC(=O)c2cccc(CN3CC[C@H](O)C3)c2)c1	-11
83	CC1CCN(C(=O)Cn2cnc3c(nnn3Cc3ccccc3)c2=O)CC1	5
84	CC1Oc2ccc([N+](=O)[O-])cc2N(c2ccc3c(c2)CCO3)C1=O (centres undefined)	-5
85	CCS(=O)(=O)NCCN1CCOC(c2nc(C(C)C)n[nH]2)C1 (centres undefined)	-11
86	Cc1ccc(-c2cc(C(=O)Nc3ncc(C)s3)on2)cc1	-4
87	CN1c2ccccc2Oc2nnc(N3CCN(c4ccccc4)CC3)cc21	-10
88	CCOc1cc(C=C2N=C(c3ccc(Cl)cc3)OC2=O)ccc1OC(C)C(=O)N(C)C (centres undefined)	-2
89	O=C(Nc1ccncc1)C1(c2ccc3c(c2)OCO3)CCCCC1	-10
90	O=C1SCN(Cc2ccccc2)CN1Cc1ccccc1	-5

A few values from the list:
mcGAS RapidFire, entry 6 = -5
mcGAS RapidFire, entry 16 = -6
mcGAS RapidFire, entry 48 = -1

(cont.)
no.	canonical_smiles	mcGAS RapidFire
91	NC(=O)c1nc(-c2cc(Br)ccc2O)nc2c1[nH]c(=O)n2-c1ccc2c(c1)OCO2	-3
92	Cn1nnnc1SCC(=O)N1CCN(S(=O)(=O)c2ccccc2C#N)CC1	-7
93	O=C(c1ccc2c(c1)CCO2)N1CCOC(Cc2ccccc2)C1 (centres undefined)	-5
94	CN(CC1Cc2ccccc2O1)c1nc(C2CCCC2)nc2c1CNC2 (centres undefined)	-17
95	CN(C)c1ncc(CN2CCC(CCC(=O)Nc3ccc4c(c3)OCCO4)CC2)s1	0
96	Cc1ccc(OCCOCCOc2cccc(/C=N\n3cnnc3)c2)cc1	-5
97	Cn1cc(S(=O)(=O)N2CCOCC2)cc1C(=O)Nc1nccs1	-8
98	C#CCN(Cc1ccc(C)cc1)S(=O)(=O)N(C)C(C)C1CC1 (centres undefined)	-11
99	COc1ccc(-c2noc(COc3ccc(OC)cc3[N+](=O)[O-])n2)cc1	-5
100	O=C(NN=Cc1c(O)ccc2ccccc12)c1ccccn1	5
101	CC1CCc2c(C(=O)N3CCC(C(=O)O)CC3)csc2C1 (centres undefined)	-3
102	Cc1cccc(Oc2cc(Cl)ncn2)c1	-1
103	C#CCNS(=O)(=O)c1cccc(C(=O)NC2COc3ccccc3C2)c1 (centres undefined)	3
104	Cc1csc2c(N3CCC(O)(CO)CC3)ncnc12	-7
105	O=C(Cn1nnnc1CN1CCCC1)NCC1(c2ccccc2)CCOCC1	-7

Of the compounds above, five contain bromine:
no.	canonical_smiles	mcGAS RapidFire
27	CC1=C(c2ccccc2)[N+](=O)C(C)(c2ccc(Br)cc2)N1[O-] (centres undefined)	73*
59	O=c1c2cnc3ncnn3c2ccn1-c1ccc(Br)cc1	0
69	Cc1cccc(NC(=O)Cc2nc(-c3cccc(Br)c3)cs2)c1	3
74	COc1ccc(Br)c(NC(=O)N2CCOC(C)(C)C2)c1	-7
91	NC(=O)c1nc(-c2cc(Br)ccc2O)nc2c1[nH]c(=O)n2-c1ccc2c(c1)OCO2	-3

(listing goes on)
no.	canonical_smiles	mcGAS RapidFire
106	COc1ccccc1C(=O)N1CCN(Cc2cnc(N(C)C)nc2)CC1	-12
107	CC(C)c1ccccc1N=C1SCCCN1C(=O)c1nn(C)c(=O)c2ccccc12	2
108	O=C(Nc1ccccc1OC(F)(F)F)c1ccc(Br)o1	-7
109	CC(c1ccncn1)N(C)Cc1ccc(-c2ccc(Cl)cc2F)o1 (centres undefined)	-2
110	COCc1ccc(CN2CCCC(CCC(=O)N3CCOCC3)C2)o1 (centres undefined)	-6
111	CCOC(=O)c1nn(-c2ccc(F)cc2)c(=O)cc1N1CCN(c2cccc(C(F)(F)F)c2)CC1	-5
112	C#C[C@]1(O)CCC2C3CCc4cc(OC5CCCC5)ccc4C3CC[C@@]21C (some centres undefined)	-7
113	CCc1nc(SCC(=O)OC)n(C)c(=O)c1Cc1cccc(C)c1	-11
114	COc1ccc(C(=O)Nc2n[nH]c(-c3ccccc3Cl)n2)cn1	4
115	CC(Oc1ccccc1-c1ccccc1Cl)C(N)=O (centres undefined)	-50
116	O=C(Cn1nnc(-c2ccccc2Cl)n1)N1CCNC1=O	-10
117	C=C(C)CNC(=S)NN=Cc1ccsc1	-10
118	C=CCSc1nnc(-c2ccncc2)n1-c1ccccc1	-3
119	Nc1ccc([N+](=O)[O-])cc1NS(=O)(=O)c1ccc(Cl)cc1	2
120	COC(=O)c1c(C)[nH]c(C(=O)C(C)OC(=O)c2c(NC(C)=O)sc(C)c2C)c1C (centres undefined)	-6

no.	canonical_smiles	mcGAS RapidFire
121	O=C(Cn1nc(C2CC2)c2cnn(-c3ccc(F)cc3)c2c1=O)N1CCc2ccccc21	-8
122	Cc1occc1C(=O)N1CCN(S(=O)(=O)c2cccc(Cl)c2Cl)CC1	-4
123	O=C(CSc1nnc(Cc2ccccc2)n1-c1ccccc1)NC1CC1	-2
124	CC(=O)Oc1ccc(CN2C(=O)C(C)ON=C2c2ccncc2)cc1 (centres undefined)	-18
125	CCc1nc(NC(=O)CN(C)CCC2CCCCN2C)sc1C (centres undefined)	-55
126	CC(C)C(N)=NOC(=O)c1ccc(I)cc1	-9
127	O=C(O)c1cc(-c2ccc3[nH]ccc3c2)cc(S(=O)(=O)N2CCOCC2)c1	7
128	N#Cc1ccccc1NC(=O)COC(=O)CCOc1ccccc1	-12
129	O=C(CNC(=O)c1ccc(Br)o1)NCCSc1ccc(Cl)cc1	-4
130	C=CCN(CC=C)c1nc(N)c(C#N)c(CC#N)c1C#N	-6
131	COc1ccc(OC)c(S(=O)(=O)N2CCN(c3ccc(C)c(Cl)c3)CC2)c1	5

Assay outcomes (PubChem BioAssay)
